Bcl-XL Bim block = inhibitors of Bim-Bcl-XL binding, primary screen, biochemical, multiplexed, bead flow cytometry, human Bcl-XL; inhibition, % at 10 µM; 190,000 tested, 0.04% active; Bim peptide-Bcl-XL binding, fluorescence; Bcl-2-like protein 1 (Homo sapiens), Q07817
Target sequence (Q07817 whole entry, looked up): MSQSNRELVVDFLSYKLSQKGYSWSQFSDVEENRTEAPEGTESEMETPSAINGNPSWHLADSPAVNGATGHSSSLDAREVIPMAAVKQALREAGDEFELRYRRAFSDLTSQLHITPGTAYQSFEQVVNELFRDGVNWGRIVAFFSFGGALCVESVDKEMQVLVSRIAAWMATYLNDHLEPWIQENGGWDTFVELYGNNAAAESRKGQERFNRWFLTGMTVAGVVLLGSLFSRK
Bim-Bcl-2 = inhibitors of Bim-Bcl-2 binding, primary screen, biochemical, multiplexed, human Bcl-2 family; Apoptosis regulator Bcl-2 (Homo sapiens), P10415; Bead-based flow cytometry, Bim peptide-Bcl-2 binding; inhibition, % at 10 µM; 190,000 tested, 0.06% active; AID 950, 2007; in the data active = inhibition above about 40%; inconclusive = no clear call, values can overlap the other calls;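 note: 0% = no compound wells with probe peptide and 100% = reference peptide inhibitor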
Bcl-W Bim block = inhibitors of Bim binding to Bcl-W, primary screen, biochemical, multiplexed, bead-based flow cytometry; inhibition, % at 10 µM; 190,000 tested, 0.02% active; Bcl-2-like protein 2 (Homo sapiens), Q92843; Bim peptide-Bcl-W binding;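 note: 0% = bound tracer without compound and 100% = peptide blocker; higher means less fluorescent Bim peptide bound to Bcl-W beads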
Bfl-1 Bim block = inhibitors of Bim binding to Bfl-1, primary screen, biochemical, multiplexed, bead-based flow cytometry; AID 1008, 2008; 190,000 tested, 0.12% active; inhibition, % at 10 µM; Bim-Bfl-1 binding inhibition;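 note: 0% = wells without compound plus tracer and 100% = blocker peptide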
Mcl1 Noxa PPI = Mcl-1/Noxa binding inhibitors, primary screen, biochemical, TR-FRET, 1536-well | TR-FRET Mcl-1/Noxa peptide binding, 2 h | inhibition, % at 21.7 µM | 220,000 tested, 1.5% active;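 active = compounds that cut the protein-peptide binding signal by more than 50% relative to plate controls in a single-dose test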;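 note: His-tagged Mcl-1 with rhodamine Noxa BH3 peptide and terbium anti-His antibody; 0% = Mcl-1 plus Noxa peptide wells and 100% = peptide-only wells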
RGS8-Gao reg = RGS8-Galphao binding modulators, primary screen, biochemical, multiplexed bead flow cytometry. Guanine nucleotide-binding protein G(o) subunit alpha (Homo sapiens), P09471. actives lie on both sides. AID 1423, 2008. 220,000 tested, 0.34% active. response (percent of control binding), % at 10 µM; in the data active = response below about 60% or above about 140%; inactive = in between;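 note: Galphao activated as the GDP aluminium fluoride complex binding bead-coupled RGS8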
Target sequence (P09471 whole entry, looked up): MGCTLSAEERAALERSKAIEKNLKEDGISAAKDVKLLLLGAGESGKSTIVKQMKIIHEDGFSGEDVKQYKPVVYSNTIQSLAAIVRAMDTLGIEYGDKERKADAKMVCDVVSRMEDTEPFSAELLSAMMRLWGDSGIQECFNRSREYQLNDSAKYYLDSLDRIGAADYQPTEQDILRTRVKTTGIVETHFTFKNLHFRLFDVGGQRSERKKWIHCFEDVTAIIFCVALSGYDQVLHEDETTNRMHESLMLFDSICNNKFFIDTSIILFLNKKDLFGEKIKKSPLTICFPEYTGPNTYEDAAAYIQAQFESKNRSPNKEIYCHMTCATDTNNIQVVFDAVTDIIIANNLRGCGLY
Mcl-1 Bim block = inhibitors of Bim peptide binding to Mcl-1, primary screen, biochemical, bead-based flow cytometry, multiplex. Bim peptide-Mcl-1 binding. inhibition, % at 10 µM. AID 1009, 2008. 190,000 tested, 0.1% active;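 note: 0% = no compound tracer wells and 100% = peptide blocker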
Mcl1-Bid inh = Mcl-1/Bid binding inhibitors, primary screen, biochemical, TR-FRET, 1536-well; Induced myeloid leukemia cell differentiation protein Mcl-1 (Homo sapiens), Q07820; inhibition, % at 21.7 µM; TR-FRET Mcl-1/Bid-Dy647 peptide binding; 220,000 tested, 0.97% active; AID 1021, 2008;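 active = compounds that cut the binding signal by more than half at the single screening dose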;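 note: His-tagged Mcl-1 with europium anti-His antibody binding Bid BH3 peptide; 0% = Mcl-1 plus peptide wells and 100% = peptide-only wells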
Bcl-B Bim block = inhibitors of Bim-Bcl-B binding, primary screen, biochemical, multiplexed, human Bcl-2 family | Bcl-2-like protein 10 (Homo sapiens), Q9HD36 | bead-based flow cytometry, Bim peptide-Bcl-B binding | inhibition, % at 10 µM | 190,000 tested, 0.073% active | AID 951, 2007;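 note: 0% = tracer peptide without compound and 100% = reference inhibitor peptide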
Target sequence (Q9HD36 whole entry, looked up): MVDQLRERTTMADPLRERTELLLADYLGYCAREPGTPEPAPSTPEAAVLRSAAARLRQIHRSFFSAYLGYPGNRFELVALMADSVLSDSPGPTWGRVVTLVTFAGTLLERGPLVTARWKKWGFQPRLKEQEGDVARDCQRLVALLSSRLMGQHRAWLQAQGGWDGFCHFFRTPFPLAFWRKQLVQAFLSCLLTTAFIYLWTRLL
RGS4-Gao reg = modulators of RGS4 binding to Galphao, primary screen, biochemical, multiplexed bead flow cytometry | actives lie on both sides | binding response (% of control), % at 10 µM | 220,000 tested, 0.33% active; in the data active = binding response below about 49% or above about 150%; inactive = in between;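 note: fluorescent Galphao activated with aluminum fluoride binding bead-coupled RGS4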
RGS7-Gao = RGS7-Galphao binding modulators, primary screen, biochemical, multiplexed bead flow cytometry | actives lie on both sides | binding response (% of control), % at 10 µM | 220,000 tested, 0.35% active; in the data active = binding response below about 49% or above about 150%; inconclusive = no clear call, values can overlap the other calls; inactive = in between;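 note: fluorescent Galphao held in activated GDP-AlF4 state binding bead-coupled RGS7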
Starred values were filed as active, the others as inactive; ? = inconclusive; / = no result given; [ ] = dose if it differs, or a comment. Cut-off read from the data, not from the text of the source, unless noted: active = inhibition above about 40%.

structure	Bcl-XL Bim block	Bim-Bcl-2	Bcl-W Bim block	Bfl-1 Bim block	Mcl1 Noxa PPI	RGS8-Gao reg	Mcl-1 Bim block	Mcl1-Bid inh	Bcl-B Bim block	RGS4-Gao reg	RGS7-Gao
CCC(C)N(CCNC(=O)CC1Oc2ccccc2NC1=O)C1CCCCC1 (centres undefined)	-5	-4	-1	-8	2	97	-2	-13	-9	99	102
CCC(=O)N1N=C(c2c(-c3ccccc3)c3cc(Cl)ccc3[nH]c2=O)CC1c1ccco1 (centres undefined)	-4	4	-2	7	-7	98	1	-38	1	98	98
Cc1ccc(SCc2ccc(C(=O)Nc3cccc([N+](=O)[O-])c3C)cc2)cc1	-3	-4	-2	-3	-14	102	-1	-8	-1	101	99
Cc1c(C(=O)NCc2ccc3c(c2)OCO3)sc2nc(-c3ccc(F)cc3)cn12	2	1	4	-7	10	102	0	8	7	88	101
CC1CCc2c(sc3nn[nH]c(=O)c23)C1 (centres undefined)	-1	-1	-1	-3	-4	102	-4	-11	0	101	103
COc1ccc(C(=O)N(C(C)C)C(C)C)c(OC)c1	-4	-4	1	-13	-3	101	-3	-16	-7	99	98
CSc1nc2ccc(Nc3nc(N4CCOCC4)nc(N4CCOCC4)n3)cc2s1	-6	-10	2	-10	20	98	-2	0	-6	102	100
O=C(/C=N/O)Nc1ccc2sc3ccccc3c2c1	/	/	/	/	11	97	/	-11	/	96	?
O=C(CSc1nc2ccccc2o1)NCc1ccc2c(c1)OCO2	-3	-9	2	-10	-4	101	-2	-2	-7	102	100
Cc1ccc(CC2C(=O)N(c3nc(C)cc(C)n3)C(=O)C2C)cc1 (centres undefined)	-2	-4	-1	-4	11	99	0	1	-3	105	99
COc1ccc(NC(=O)C2CCN(S(=O)(=O)c3ccc(C)cc3)CC2)cc1OC	-6	-9	-1	-9	13	102	-3	-28	-8	100	98
O=C(O)c1cc(-c2ccc(N3CCOCC3)cc2)nn1-c1ccc(F)cc1F	-7	-1	-5	2	15	98	-7	-27	-3	97	100
Cn1c(SCC(=O)C(C)(C)C)nnc1-c1ccccn1	-2	-2	2	-14	-3	101	0	-53	-6	101	106
CCOC(=O)N1CCN(Cc2nc(N)nc(Nc3ccc(Cl)cc3)n2)CC1	-4	-1	-5	-6	23	97	-4	-2	-6	95	103
Cc1cccc(Nc2nc(NCc3ccco3)nc(N3CCOCC3)n2)c1	0	0	1	2	-12	103	0	-22	0	101	99
CCSc1nnc(NC(=O)c2ccc3c(c2)OCO3)s1	0	2	0	-3	16	101	2	-4	1	97	97
O=C(C1=C[C@@H](C2CC2)C[C@@H](OCc2ccc(CO)cc2)O1)N1CCN(Cc2ccc3c(c2)OCO3)CC1	-4	-8	-3	-5	-14	98	0	-6	-5	100	102
Cc1ccc(C2(C)NC(=O)N(CC(=O)NCc3cccs3)C2=O)cc1 (centres undefined)	-3	3	0	1	15	109	-1	-7	0	108	112
Cc1c(C(=O)Nc2ccc(-c3nnc4n3CCCCC4)cc2)oc2c1ccc1ccccc12	-10	-9	-2	-13	-9	100	-1	4	-10	103	108
Cc1ccc(C)c2[nH]c(=O)c(C(c3nnnn3Cc3ccco3)N3CCc4ccccc4C3)cc12 (centres undefined)	-7	-6	0	-6	-100	97	-2	-8	-9	100	98
Fc1cccc2sc(Nc3nnc(-c4ccco4)o3)nc12	-1	-2	0	-2	-36	103	-1	-42	-2	102	100
COc1ccc(C(=O)c2cc(C(C)=O)c(Nc3ccccc3)s2)cc1	-4	0	0	0	-10	101	-2	-30	-12	101	96
O=C(NC1CCCCCC1)c1nc2ncccn2n1	-9	-13	-2	-20	-16	99	-4	-22	-9	99	100
CCCCN1C2=C(C(=O)CC(C)(C)C2)C(c2ccccc2)C2=C1c1ccccc1C2=O (centres undefined)	-10	-10	-5	-13	13	92	-8	-27	-13	94	88
CCN1CCN(Cc2cccc(Oc3ccccc3)c2)CC1	2	1	2	0	36	102	1	44	1	108	104
Cc1ccc(S(=O)(=O)Nc2ccc3c(c2)n(C)c(=O)n3C)c(C)c1	1	-1	0	-2	-6	100	-2	-20	-1	100	108
O=C(Nn1cnnc1)c1ccncc1	-10	-7	-3	-11	-6	101	-7	6	-8	101	106
CCCC(=O)N(c1ccc2oc(=O)sc2c1)S(=O)(=O)c1cccs1	-16	-17	-8	-17	11	99	-10	-7	-16	101	102
Cc1ccc(C2=NC3(CCCCC3)NC2=S)cc1	-4	0	-1	0	20	102	-4	-4	-15	104	111
CC(C)(C)NCC1(CO)SC(N)=NC1=O (centres undefined)	-2	-2	0	-1	17	109	0	-30	-1	110	120
Cc1ccnc2nc(C(=O)Nc3ccc4c(c3)OCO4)nn12	-3	1	-2	-1	7	102	0	-13	-2	103	104
O/N=C/c1cc(Br)cs1	/	/	/	/	0	101	/	-1	/	98	?
Cc1sc(NC(=O)Cc2ccc3c(c2)OCO3)nc1-c1ccc2c(c1)CCN2C(=O)c1cccc(F)c1	-9	-4	-5	-12	-7	99	-3	-1	-8	96	102
COCCCNC(=S)NNC(=S)Nc1cccc(Cl)c1	/	/	/	/	-38	102	/	-39	/	103	?
CC(=O)n1cc(-c2ccncc2)c2ccccc21	0	-7	4	-9	11	103	0	11	-2	106	110
CNc1cc(CSC)nc(SCc2ccc(Cl)c(Cl)c2)n1	-5	-3	-6	-2	-4	102	-3	-19	-7	102	104
CC1CCc2nc(NC(=O)CN3CCOCC3)sc2C1 (centres undefined)	-3	-4	-2	-10	18	100	-3	-6	-6	100	98
C=CCNS(=O)(=O)c1ccc(N2C(=O)c3ccccc3C2=O)cc1	0	0	-2	-3	15	100	-1	-5	-1	103	102
O=C1OC(Cc2ccccn2)C(O)=C1C1=NCCCCN1 (centres undefined)	-5	-3	-5	-2	15	91	-2	-17	-4	98	99
O=C(/C=C/c1ccccc1[N+](=O)[O-])NCCc1ccc(F)cc1	-3	-1	0	6	2	100	-2	-14	0	100	101
COc1ccc(CCNC(=O)c2nonc2N)cc1	-8	-2	-6	-1	6	105	-4	-7	-9	105	101
CCCCC(=O)N(c1ccc(OC)cc1)C1C=CS(=O)(=O)C1 (centres undefined)	-5	-5	-1	-13	15	102	0	-12	-9	105	103
Cn1cc(C(=O)N/N=C/C=C/c2ccccc2)ccc1=O	8	7	2	6	23	99	8	-4	10	102	106
COCCNC(=O)C(NC(=O)C1CCCCC1)C12CC3CC(CC(C3)C1)C2 (centres undefined)	1	1	1	-1	21	99	1	5	0	100	98
CC(C)NCC(O)COc1c(F)cc(Br)cc1F (centres undefined)	-2	-3	2	-7	1	102	0	-6	-6	99	100
Cc1cccc(N2CCN(C(=O)C3CCCCC3)CC2)c1C	-11	-12	-3	-19	3	102	-8	-9	-8	97	96
CC(=O)C1=C(S(=O)(=O)c2ccc(C)cc2)CS(=O)(=O)C1	-3	3	-6	-2	78*	89	0	-31	-13	99	93
COc1cc(C2Nc3ccccc3C(=O)N2c2ccc(Cl)cc2)c(Cl)cc1OCC(=O)O (centres undefined)	-6	-3	-1	-1	18	93	-3	-41	-5	94	96
Cc1onc(-c2ccccc2)c1C(=O)O/N=C(\N)c1ccc([N+](=O)[O-])o1	/	/	/	/	1	99	/	-11	/	97	?
CN1C(=O)N(CN2CCCCC2)C2C1N(C)C(=O)N2CN1CCCCC1 (centres undefined)	-2	4	-2	-1	4	154*[activator]	-3	-15	2	127	123
Cc1c(N2C(=O)c3ccccc3C2(O)c2ccccc2)c(=O)n(-c2ccccc2)n1C (centres undefined)	/	/	/	/	23	102	/	-8	/	103	?
O=C(CCS(=O)(=O)c1cccc2nsnc12)NC1CCCCCC1	2	2	1	5	11	100	2	-5	-1	100	101
Cc1ccc(-c2nnn(CC(=O)N3CCN(c4nc5ccccc5s4)CC3)n2)cc1	3	-4	4	-1	2	103	-1	-11	3	96	99

An excerpt from above in order of formula weight, smallest number first.
structure	Bcl-XL Bim block	Bim-Bcl-2	Bcl-W Bim block	Bfl-1 Bim block	Mcl1 Noxa PPI	RGS8-Gao reg	Mcl-1 Bim block	Mcl1-Bid inh	Bcl-B Bim block	RGS4-Gao reg	RGS7-Gao
Cc1cccc(Nc2nc(NCc3ccco3)nc(N3CCOCC3)n2)c1	0	0	1	2	-12	103	0	-22	0	101	99
O=C(CCS(=O)(=O)c1cccc2nsnc12)NC1CCCCCC1	2	2	1	5	11	100	2	-5	-1	100	101
Cc1ccc(C)c2[nH]c(=O)c(C(c3nnnn3Cc3ccco3)N3CCc4ccccc4C3)cc12 (centres undefined)	-7	-6	0	-6	-100	97	-2	-8	-9	100	98

Source: PubChem BioAssay
